Assay outcomes as filed in PubChem.
Abeta rescue: restores growth of yeast expressing A-beta42 peptide | yeast expressing A-beta42, growth rescue, OD600, 48 h; response scale: 0% DMSO, 100% iron-clioquinol control | Potency, µM (series often up to 46.1 µM), inactives show at the highest dose growth rescue, hits mostly activators | hit rate 0.063% among 410,000 | AID 1347071; note: potency is the fitted concentration of half-maximal effect; nearly all actives have a fitted effect of over 55% in size
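Yeast growth medium received pinned compounds, then yeast cells expressing toxic A-beta were added; plates incubated at 30 C for 48 hr. Growth read as absorbance at 600 nm, normalized to DMSO and equimolar FeCl3 plus clioquinol controls.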
pAkt inh: inhibitors of Akt phosphorylation; Neuro2A IGF-stimulated pAkt S473 HTRF, 20 min; stronger effect = lower value; activity change, % for hits at 50 µM; hit rate 0.32% among 360,000; AID 651550; in the data active = activity change below about -80%; inconclusive = mostly about -51% to -80%; note: % is set by controls: 0 for no effect and ±100 for the full control effect
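Neuro2A cells in DMEM with 0.5% FBS, overnight at 37 deg C, given compound at single 50 µM final, then IGF (6 nM final) for 20 min at 37 deg C. Lysed; phospho-Akt Ser473 by HTRF after 24 h, 665/615 ratio.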
GLP-1R agonist: activates the human GLP-1 receptor | Potency, µM (series often up to 45.6 µM), for the others: at the highest dose activation, actives largely listed as activators | AID 624172 | hit rate 0.007% among 380,000 | HEK293 GLP-1R CRE-luciferase, luminescence, 4-6 h; cells express a hypersensitive GLP-1R form; note: potency is the fitted concentration of half-maximal effect; % of control where 0% means no effect
Target sequence (P43220 whole entry, looked up): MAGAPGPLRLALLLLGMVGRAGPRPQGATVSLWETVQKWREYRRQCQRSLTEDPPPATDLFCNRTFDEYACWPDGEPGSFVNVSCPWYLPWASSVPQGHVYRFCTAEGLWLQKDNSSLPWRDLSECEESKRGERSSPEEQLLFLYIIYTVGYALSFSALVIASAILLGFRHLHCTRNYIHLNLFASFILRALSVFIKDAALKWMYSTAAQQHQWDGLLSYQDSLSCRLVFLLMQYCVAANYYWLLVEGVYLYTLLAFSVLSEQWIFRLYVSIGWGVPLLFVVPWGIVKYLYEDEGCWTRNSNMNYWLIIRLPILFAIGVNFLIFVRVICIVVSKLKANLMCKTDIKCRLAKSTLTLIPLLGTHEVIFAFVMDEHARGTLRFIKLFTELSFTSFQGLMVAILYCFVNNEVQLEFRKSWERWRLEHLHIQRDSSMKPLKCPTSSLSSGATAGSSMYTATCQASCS
GLP1R inv ag: acts as inverse agonist at human GLP-1 receptor | HEK293 GLP-1R CRE-luciferase, luminescence, 24 h; GLP-1R form is constitutively active | hit rate 1.6% among 410,000 | Potency, µM (doses to about 38.3 µM), for inactives: at the top dose activity change, negative = inhibition, most hits filed as inhibitors; note: potency is the fitted concentration of half-maximal effect; % is set by controls: 0 for no effect and ±100 for the full control effect; nearly all actives have a fitted effect of over 55% in size
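Stable HEK293 clone (constitutively active GLP-1R + cAMP-response luciferase); 200 cells/uL plated, 12 h pre-culture, compound 24 hr, 37 deg C/5% CO2; detection reagent 12 min RT; luminescence.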
TDP-43 yeast inh: rescues yeast growth from TDP-43 toxicity; TDP-43 expressing yeast growth rescue, BacTiter-Glo, 24 h; Potency, µM (titrated, usually from 46.1 µM), without a hit: at the top dose growth rescue (activation), usual class: activators; hit rate 1.8% among 410,000; AID 652104; note: potency is the fitted concentration of half-maximal effect; % of control where 0% means no effect; nearly all actives have a fitted effect of over 50% in size
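Yeast expressing TDP-43 (pregrown in raffinose, seeded at OD600=0.02 in galactose medium) exposed to compounds 24 hr at 30 deg C. Growth read by BacTiter-Glo luminescence; rescue of toxicity appears as increased signal.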
aSyn rescue: inhibitors of alpha-synuclein toxicity in yeast; Potency, µM (top dose mostly 46.1 µM), inactives show at the top dose growth rescue (activation), most hits filed as activators; hit rate 0.14% among 370,000; AID 652106; Yeast expressing alpha-synuclein, growth rescue, BacTiter-Glo, 24 h; note: potency is the fitted concentration of half-maximal effect; % of control where 0% means no effect; nearly all actives have a fitted effect of over 65% in size
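Rescue of yeast growth: cells expressing toxic alpha-synuclein, induced in galactose at OD600 0.02, incubated with compound 24 h at 30 C. ATP luminescence quantified growth; inhibitors of toxicity appear as activators.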
PTHR1 agonist: agonists of human PTHR1 parathyroid hormone receptor; HEK293 GP2 PTHR1 cells, GloSensor cAMP luminescence, 1 h; Potency, µM (top dose mostly 115 µM), for inactives: at the top dose activation, most hits filed as activators; hit rate 0.075% among 410,000; AID 743266; note: potency is the fitted concentration of half-maximal effect; nearly all actives have a fitted effect of over 55% in size; some results filed as inactive show a strong effect at the top dose; inactives centre near -15; many of its hits are not listed in these tables
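HEK-293-derived GP2 cells expressing PTHR1 and a GloSensor cAMP reporter, 3,000/well, plated overnight, given luciferin plus IBMX (each 0.5 mM as added) for 1 h at 37 °C, then compound for 1 h at 37 °C. Luminescence was read after 15 min at room temperature.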
FUS yeast rescue: FUS proteinopathy suppression in yeast. AID 1347120. Potency, µM (titrated, usually from 76.6 µM), for inactives: at the highest dose growth rescue (activation), hits mostly activators. hit rate 0.24% among 390,000. S. cerevisiae FUS-expressing, growth rescue, OD600, 24 h;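 note: potency is the fitted concentration of half-maximal effect; plate controls were DMSO vehicle for no effect and reference control for full effect; nearly all actives have a fitted effect of over 55% in size; some results filed as inactive show a strong effect at the top dose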
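FUS-expressing yeast, raffinose-pregrown, induced in 2% galactose minimal medium at OD 0.005; compounds in a dilution series, 24hr at 30C. Growth restoration read as absorbance at 600 nm. CP55940 positive control, DMSO negative.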
DRD3 antagonist: antagonists of human D3 dopamine receptor | P35462 | D3R cells, DiscoveRx beta-arrestin luminescence, antagonist mode; stronger effect = lower value | max response, negative = inhibition, % | hit rate 2.5% among 360,000 | AID 652054; in the data active = max response below about -50%; inconclusive = no clear call, values can overlap the other calls; note: % is set by controls: 0 for no effect and ±100 for the full control effect; mostly tested at two doses, the higher about 12 µM
Target sequence (P35462 whole entry, looked up): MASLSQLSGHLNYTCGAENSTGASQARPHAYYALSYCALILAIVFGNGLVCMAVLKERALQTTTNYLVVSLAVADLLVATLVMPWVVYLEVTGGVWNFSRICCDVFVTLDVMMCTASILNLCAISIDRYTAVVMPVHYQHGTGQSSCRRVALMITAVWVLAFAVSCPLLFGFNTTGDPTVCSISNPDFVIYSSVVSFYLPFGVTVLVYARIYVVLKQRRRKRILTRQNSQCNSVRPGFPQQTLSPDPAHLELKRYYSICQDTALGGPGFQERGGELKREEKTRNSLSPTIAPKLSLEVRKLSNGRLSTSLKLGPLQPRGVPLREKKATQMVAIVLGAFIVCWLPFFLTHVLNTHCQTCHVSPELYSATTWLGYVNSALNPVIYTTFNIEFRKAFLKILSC
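Cells expressing the human receptor were seeded at 1500 cells/well, incubated overnight at 37 degrees C in 5% CO2, then exposed to library compounds with dopamine controls for 90 minutes at 37 degrees C before luminescent detection.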
The depositor's hits bear a star; i = inactive; ? = inconclusive; · = not tested or not shown; & = joins results of further samples; [ ] = dose if it differs, or a comment. Unless noted, calls come from the whole dose curve; as a rule, active = well fitted curve in the direction sought with a large enough effect; inconclusive = small, poorly fitted or top-dose-only effect, or another doubt; inactive = no such curve, though single readings can be large; an effect the other way counts as inactive or inconclusive.

SMILES	Abeta rescue	pAkt inh	GLP-1R agonist	GLP1R inv ag	TDP-43 yeast inh	aSyn rescue	PTHR1 agonist	FUS yeast rescue	DRD3 antagonist
Cn1c(=O)oc2cc(S(=O)(=O)N3CCC(N4CCCCC4)CC3)ccc21	-13%	i	-5%	-16%	5%	-4%	i	-24%	0
CCOC(=O)c1c(NC(C)=O)c2c3c(sc2n1Cc1c(C)cc(C)cc1C)CCCC3	-14%	·	·	-27%	17%	·	-2%	32%	·
Nn1cnnc1SC1CCCCC1NS(=O)(=O)c1ccccc1 (stereo not given)	-9%[9.22 µM]	i	-8%	7%	4%	-2%	-22%	-35%	19
Cc1cnc(C(=O)OCC(=O)N(CC(C)C)C2CCS(=O)(=O)C2)cn1 (stereo not given)	-7%	i	-19%	10%	-5%	-2%	i	·	38
CN(CC(=O)Nc1ccccc1Br)C(=O)c1cccn1C	5%	i	14%	8%	-19%	-4%	i	18%	12
CC(C)Cc1nnc(NC(=O)Cc2ccccc2[N+](=O)[O-])s1	2%	i	1%	10%	-7%	-1%	-12%	10%	26
O=C(NCCc1ccccc1)C1COc2ccccc2O1 (stereo not given)	-10%	i	18%	4%	22%	9%	-40%[inhibitor]	-33%	-3
C[C@@H]1CN([C@H](C)CO)C(=O)CCCn2nncc2CO[C@H]1CN(C)C(=O)c1ccccc1	-5%	i	-10%	9%	14%	1%	-22%	-17%	-22
CN1CCN(C(=O)c2ccccc2N(Cc2ccccc2)S(C)(=O)=O)CC1	-5%[9.22 µM]	i	1%	4%	-22%	-9%	i	-13%	?
CCCOc1ccc(C(=O)Nc2ccc(NC(=O)c3cccs3)cc2)cc1	5%	i	19%	3%	5%	1%	-5%	-15%	4
O=S(=O)(c1ccc2ccccc2c1)n1cnc2ccccc21	2%	i	-1%	?	28%	17%	-52%[inhibitor][57.5 µM]	25%	-27
COc1ccc(Cl)cc1NC(=O)c1cnc2sccn2c1=O	1%	i	-3%	13%	?	5%	i	-6%	13
Cc1cccc(C)c1-n1nnnc1SCc1nc(N)nc(N(C)C)n1	-11%	i	22%	-4%	17%	?	-11%	13%	3
CN(C)c1nc(N)nc(CSc2nnnn2-c2ccc(F)cc2)n1	12%	i	26%	0%	-15%	-17%	i	22%	14
CCN(CC(=O)Nc1ccc(NC(C)=O)cc1)C(=O)CCCc1nc2ccccc2c(=O)[nH]1	2%	i	-6%	5%	9%	0%	i	5%	16
O=C(Cc1ccc(F)cc1)Nc1cc(S(=O)(=O)N2CCOCC2)ccc1N1CCCCC1	-8%	i	10%	-21%	6%	-3%	-2%	23%	-16
CCCCc1nc(NCCNC(=O)c2ccccc2)c(C#N)c2c1CSC(C)(C)C2	10%	i	-34%[inhibitor]	8.9µM*	22µM*	-7%	-8%	22%	30
Cc1ccc(C(=O)N/N=C/C=C/c2ccccc2)cc1	-12%	i	4%	-13%	-23%[9.22 µM]	-3%	i	34%	-21
NS(=O)(=O)c1ccc(NC(=O)c2ccc(S(=O)(=O)N3CCCCC3)cc2)cc1	-10%	i	-3%	5%	16%	0%	-13%	-24%	-2
O=C(CCN1C(=O)C2C3C=CC(C3)C2C1=O)N1CCN(c2cccc(Cl)c2)CC1 (stereo not given)	14%	i	-3%	-27%	18%	4%	-87%[inhibitor][57.5 µM]	6%	?
COc1ccc(CCC(=O)NNC(=O)Nc2ccc(OC)c(OC)c2)cc1	17%	i	-6%	4%	10%	1%	i	26%	5
CNc1ncnc2c1ncn2-c1ccccc1	-8%	i	15%	96%[activator]	9%	0%	i	·	-7
COc1ccccc1Nc1nc(N)nc(CSc2nnc(C)s2)n1	1%	i	17%	106%[activator]	8%	-1%	12%	42%	12
O=C(CN1CCN(C(=S)NC2CCCC2)CC1)Nc1ccc(Oc2ccccc2)cc1	9%	i	-7%	?	21%	5%	-93%[inhibitor]	8%	7
CC(C)c1ccc(CNc2c([N+](=O)[O-])c(=O)oc3ccccc23)cc1	19%	i	2%	-9%	19%	0%	-51%	12%	-28
COc1ccccc1NC(=O)NC(N)=O	-1%	i	-2%	34%[activator]	9%	-7%	i	-2%	-5
Cc1ccccc1-n1c(SCC(=O)N2CCN(c3ccccn3)CC2)nnc1N1CCOCC1	9%	i	-5%	?	16%	-2%	-5%	4%	0
CC(C)(C)C1CCC(C(=O)Nc2nccs2)CC1 (stereo not given)	1%	i	-7%	38%[activator]	12%	-3%	i	-9%	15
NC(Cc1ccc(C(F)(F)F)cc1)c1csc(Nc2cc(Oc3ccccc3)ncn2)n1 (stereo not given)	-13%	i	-16%	?	12%	-27%	-28%	?	-9
CC1CCN(CCC(=O)Nc2nccs2)CC1	-9%	i	8%	2%	-12%	2%	-14%	1%	11
CCOC(CNC(=O)c1ccc(N2CCc3ccccc32)c([N+](=O)[O-])c1)OCC	-6%	i	2%	?	2%	-16%	-82%[inhibitor]	·	-67*
C[C@H](CO)N1C[C@H](C)[C@@H](CN(C)S(=O)(=O)c2ccc(Oc3ccccc3)nc2)OCc2cnnn2CCCC1=O	-13%	i	0%	-10%	16%	-3%	i	12%	13
CCCCc1ccc(NC(=O)C2CCCC2)cc1	16%	i	17%	10µM*	?	-16%	-22%	13%	-10
O=C(NC1CCN(C(=O)Nc2ccc(F)cc2)CC1)c1ccc(F)cc1	-3%	i	8%	7%	-4%	-1%	i	6%	13
Cc1cccc(N2CCN(S(=O)(=O)c3cn(C)cn3)CC2)c1C	0%	i	0%	4%	15%	-1%	i	-8%	2
CC(Sc1nnc2ccccn12)C(=O)N1CCc2ccccc2C1 (stereo not given)	11%	i	-4%	1%	8%	-5%	-6%	1%	0
COc1ccc(-c2cc3cc(-c4cc(OC)c(OC)c(OC)c4)ccc3o2)cc1	1%	i	4%	2%	16%	-4%	-24%	-14%	5
COc1ccc(OC)c(CN2CCC(CO)(CCOc3ccccc3)CC2)c1	-12%	i	4%	?	3%	-4%	-18%	-34%	-1
O=C(Nc1ccccc1N1CCN(C(=O)c2ccc(Cl)cc2)CC1)c1cccc(F)c1	14%	i	4%	?	?	-7%	-7%	25%	-8
CN(C1CCCCC1)S(=O)(=O)c1cccc(C(=O)OCC(=O)NC2CCCc3ccccc32)c1 (stereo not given)	7%	i	4%	?	16%	4%	-10%	30%	2
Cc1cc(C(=O)Nc2ccc(S(=O)(=O)Nc3onc(C)c3C)cc2)c(C)o1	-9%	i	2%	0%	-42%[inhibitor]	-3%	?	9%	-6
CCCN(C(=O)c1cn(C)c(=O)c2ccccc12)c1ccccc1C	-20%&-12%	i	1%&0%	-19%&-13%	-17%&2%	1%	-18%	8%&15%	-4
O=C(CC(=O)c1ccccc1)CS(=O)(=O)c1ccccc1	-17%	i	-5%	?	-21%	?	i	30%	4
O=C(NC1=NCCS1)c1cccc2ccccc12	-74%[inhibitor]	i	11%	2%	-69%[inhibitor]	-55%[inhibitor]	-58%[inhibitor]	10%	0
NC(N)=Nc1nc(-c2ccccc2)c2cc(Cl)ccc2n1	-41%[inhibitor]	i	-6%	?	0%	-10%	i	12%	?

2 compounds from above, reduced to pAkt inh, TDP-43 yeast inh and FUS yeast rescue.
SMILES,pAkt inh,TDP-43 yeast inh,FUS yeast rescue
COc1ccc(-c2cc3cc(-c4cc(OC)c(OC)c(OC)c4)ccc3o2)cc1,i,16%,-14%
COc1ccc(OC)c(CN2CCC(CO)(CCOc3ccccc3)CC2)c1,i,3%,-34%

(more compounds)
SMILES	Abeta rescue	pAkt inh	GLP-1R agonist	GLP1R inv ag	TDP-43 yeast inh	aSyn rescue	PTHR1 agonist	FUS yeast rescue	DRD3 antagonist
CCn1cc(C(=O)OCC(=O)Nc2ccc(C(C)C)cc2)c(=O)c2ccc(C)nc21	?	i	23%	-16%	-13%[0.397 µM]	2%	-10%	0%	9
Cc1ccccc1C(=O)N1CCN(c2ncccn2)CC1	4%	i	-10%	4%	6%	9%	-20%	11%	-2
Cc1onc(-c2ccccc2Cl)c1C(=O)Nc1ccc(-c2cn3cccnc3n2)cc1	4%	i	-3%	-17%	-19%	-4%	i	35%	-8
CCOC(=O)C1=C(C)NC(=O)NC1c1cc(Br)c(O)c(OC)c1 (stereo not given)	17%	-120%*	-1%	5%	-2%	1%	i	-3%	-7
CC(=O)c1c(NC(=O)C(C)C)nc(C)nc1-c1ccccc1	13%	i	-1%	-2%	13%	-13%	i	-16%	10
COc1ccc(NC(=O)Cn2c(=O)c3ccccc3n3nncc23)c(OC)c1	-5%	·	-2%	-6%	1%	·	-11%	-15%	·
CCC(C)(C)NC(=O)C(c1ccc(OC)cc1)N(C(=O)CCC(=O)Nc1cc(C)on1)c1ccccc1F (stereo not given)	-9%	i	7%	-16%	-1%	-4%	8%	19%	-13
CCn1cc(C(=O)NCc2cccc(F)c2)c(=O)c2cc(F)c(N3CCN(C(=O)c4ccco4)CC3)cc21	-3%	i	0%	?	?	?	-39%[inhibitor][57.5 µM]	38%	25
Cc1ccc(OCC(=O)NC2CCS(=O)(=O)C2)c(C)c1 (stereo not given)	1%	i	4%	6%	-6%	1%	i	-14%	-3
O=C(O)CC(NC(=O)Cc1ccc([N+](=O)[O-])cc1)c1ccc2c(c1)OCO2 (stereo not given)	-11%	i	4%	12%	-25%	-2%	i	19%	4
Cc1cc(C(=O)COC(=O)CN(C)S(=O)(=O)c2ccc(Cl)cc2)c(C)n1CC1CCCO1 (stereo not given)	13%	i	6%	-1%	13%	11%	-7%[57.5 µM]	23%	-21
Cc1n[nH]c(=O)nc1NCc1ccccc1	7%	i	-11%	2%	-3%	10%	i	7%	-2

An excerpt; the hit share may differ from the screen's.
